Assay outcomes: PubChem, National Center for Advancing Translational Sciences (NCATS)
MBNL1 CUG block: blocks human MBNL1 binding to CUG repeat RNA. Q9NR56. TR-FRET MBNL1-His/biotin-(CUG)12 binding, 665/545 ratio. Potency, µM (doses to about 57.5 µM), for inactives: at the highest dose activity change, negative = inhibition, actives largely listed as inhibitors. 280,000 compounds, 0.036% hits. AID 2675; active = well fitted inhibition curve with a large enough effect in the signal ratio, with a control signal flat, not every such curve was filed as active; inconclusive = small, poorly fitted or top-dose-only effect, or effect the other way, or a change in a side signal; inactive = no such curve, though single readings can be large or run the other way; the % refers to the signal ratio; note: potency is the fitted concentration of half-maximal effect; % is set by controls: 0 for no effect and ±100 for the full control effect
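TR-FRET readout: Ex 340 nm, 665/545 nm emission ratio, normalized to buffer-only (basal) and MBNL1-(CUG)12 controls. Complex of MBNL1-His with Biotin-(CUG)12, compounds 92 nM–58 uM, incubated 60 min at room temperature.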
Menin MLL FP TR: inhibitors of human menin-MLL interaction, mutant MLL peptide; O00255; Menin + Texas Red MLL mutant peptide, fluorescence polarization; Potency, µM (top dose mostly 61.6 µM), without a hit: at the top dose FP activity change, negative = inhibition, hits mostly inhibitors; 270,000 compounds, 0.23% hits; AID 1768; active = well fitted inhibition curve with a large enough effect in the polarisation, with a control signal flat, not every such curve was filed as active; inconclusive = small, poorly fitted or top-dose-only effect, or effect the other way, or a change in a side signal; inactive = no such curve, though single readings can be large or run the other way; the % refers to the polarisation; note: potency is the fitted concentration of half-maximal effect; % of control where 0% means no effect; many of its hits are not listed in these tables
TCR activator: T cell receptor activation; primary human leukocytes, anti-CD3, IL-2 HTRF, 48 h; Potency, µM (titrated, usually from 9.22 µM), without a hit: at the highest dose activation of IL-2 secretion, hits mostly activators; 330,000 tested, under 10 active; note: % of control where 0% means no effect
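HTRF read-out of IL-2 secretion: europium cryptate donor excited at 320nm, d2 acceptor emission at 665nm. Cells were primary human leukocytes incubated 48 hr with compounds and a-CD3 beads, supplying TCR signal only.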
TSG101-PTAP inh: blocks PTAP/TSG101 interaction to inhibit HIV-1 budding | 340,000 tested, under 10 active | Fluorescence polarization, FITC-PTAP peptide / Tsg101 binding | Potency, µM (top dose mostly 115 µM), for inactives: at the highest dose activity change, negative = inhibition, actives largely listed as inhibitors | AID 493005 | Q99816; active = well fitted inhibition curve with a large enough effect in the main read-out, with a control signal flat, not every such curve was filed as active; inconclusive = small, poorly fitted or top-dose-only effect, or effect the other way, or a change in a side signal; inactive = no such curve, though single readings can be large or run the other way; note: potency is the fitted concentration of half-maximal effect; % of control where 0% means no effect
Target sequence (Q99816 whole entry, looked up): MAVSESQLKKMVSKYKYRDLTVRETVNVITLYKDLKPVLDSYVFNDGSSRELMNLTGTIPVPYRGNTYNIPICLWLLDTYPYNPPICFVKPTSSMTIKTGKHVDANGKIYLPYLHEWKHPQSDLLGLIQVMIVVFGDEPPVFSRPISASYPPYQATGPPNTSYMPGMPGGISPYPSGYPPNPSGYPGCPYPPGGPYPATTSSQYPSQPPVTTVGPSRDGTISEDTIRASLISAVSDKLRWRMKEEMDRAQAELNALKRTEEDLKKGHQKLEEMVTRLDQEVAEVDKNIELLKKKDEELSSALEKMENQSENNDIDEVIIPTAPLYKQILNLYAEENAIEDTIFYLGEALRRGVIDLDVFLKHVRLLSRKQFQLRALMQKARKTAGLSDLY
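FP read-out: FITC-PTAP peptide, 50 nM final, binding Tsg101 binding domain, 10 uM final; 20 min, r.t.; 10 mM HEPES pH 7.5, 0.15 M NaCl, 0.01% Tween 20, 3 mM EDTA, 0.1 mM TCEP.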
Integrin act MD: activates integrin-mediated alleviation for muscular dystrophy. 350,000 compounds, 0.064% hits. Potency, µM (doses to about 38.3 µM), for inactives: at the top dose activation, actives largely listed as activators. alpha7betagal myoblasts, beta-gal FDG fluorescence, 48 h;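 note: potency is the fitted concentration of half-maximal effect; 100% = response of the positive control SU9516; nearly all actives have a fitted effect of over 60% in size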
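alpha7betagal+/- myoblasts (passage 13, 250/well) treated 48 h at 37C with compounds at 1:260 dilution of DMSO stock. Lysed, then beta-galactosidase activity read as FDG fluorescence (ex 480/em 540) after 30 min, with pre-read for autofluorescence.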
CXXC DNA block: blocks binding of human MLL CXXC domain to DNA; MLL-CXXC / FITC-HOXA9 DNA fluorescence polarization; Potency, µM (titrated, usually from 115 µM), for the others: top-dose activity change, negative = inhibition, usual class: inhibitors; 290,000 compounds, 0.037% hits; AID 2662; active = well fitted inhibition curve with a large enough effect in the polarisation, with a control signal flat, not every such curve was filed as active; inconclusive = small, poorly fitted or top-dose-only effect, or effect the other way, or a change in a side signal; inactive = no such curve, though single readings can be large or run the other way; the % refers to the polarisation; note: potency is the fitted concentration of half-maximal effect
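Steps: dispense CXXC domain solution (7 uM) → pin compounds or unlabeled HOX-A9 DNA control → 5 min ambient → add FLSN-HOX-A9 solution (50 nM) → spin → 30 min ambient → fluorescence polarization. Tris pH 7.5/NaCl/DTT/BSA buffer.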
TSHR antag: antagonists of human thyroid stimulating hormone receptor; P16473; TSHR-expressing cells, TSH-stimulated cAMP HTRF, 2 h; active compounds read low; activity change, negative = inhibition, % at 11.5 µM; 330,000 compounds, 0.2% hits;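 active = activity change below a set negative limit, meaning inhibition stronger than a set level, cut at about -70% in these data; inconclusive = activity change between two set negative limits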; note: % is set by controls: 0 for no effect and ±100 for the full control effect
Target sequence (P16473 whole entry, looked up): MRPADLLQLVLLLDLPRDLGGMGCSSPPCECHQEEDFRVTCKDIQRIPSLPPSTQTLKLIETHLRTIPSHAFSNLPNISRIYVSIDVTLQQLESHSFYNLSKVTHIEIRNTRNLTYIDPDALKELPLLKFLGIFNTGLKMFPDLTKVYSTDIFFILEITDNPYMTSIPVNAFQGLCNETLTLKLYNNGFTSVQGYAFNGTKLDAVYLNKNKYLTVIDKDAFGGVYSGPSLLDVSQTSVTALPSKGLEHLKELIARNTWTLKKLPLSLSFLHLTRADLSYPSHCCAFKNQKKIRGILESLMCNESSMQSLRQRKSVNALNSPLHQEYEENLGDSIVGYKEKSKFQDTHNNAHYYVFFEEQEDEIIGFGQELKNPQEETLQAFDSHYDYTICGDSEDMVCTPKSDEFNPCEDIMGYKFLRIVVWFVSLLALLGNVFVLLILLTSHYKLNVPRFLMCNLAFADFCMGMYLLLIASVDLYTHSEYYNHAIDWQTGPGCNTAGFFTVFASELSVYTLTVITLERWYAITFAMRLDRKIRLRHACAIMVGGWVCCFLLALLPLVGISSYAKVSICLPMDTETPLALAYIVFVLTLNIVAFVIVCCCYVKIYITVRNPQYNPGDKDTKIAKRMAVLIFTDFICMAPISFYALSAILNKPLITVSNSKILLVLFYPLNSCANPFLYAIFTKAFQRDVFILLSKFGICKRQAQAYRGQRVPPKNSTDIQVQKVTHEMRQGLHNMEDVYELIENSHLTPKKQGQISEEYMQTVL
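Competitive HTRF cAMP read-out (cryptate anti-cAMP antibody, cAMP-d2; 30 min, room temperature) in freshly harvested TSHR cells. Compounds added before TSH at EC80 (4nM final), followed by 2 hours' incubation at 37 deg C.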
ASM inhibitor: human S-ASM enzyme inhibition; P17405; placental ASM, HMU-PC fluorogenic substrate, 60 min; Potency, µM (doses to about 57.5 µM), for inactives: top-dose activity change, negative = inhibition, hits mostly inhibitors; 340,000 compounds, 0.006% hits; note: potency is the fitted concentration of half-maximal effect
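qHTS format. ASM enzyme prepared from human placenta hydrolyses the fluorogenic substrate HMU-PC0 (9 uM final) over 60 min at 37 °C after a 10 min compound preincubation.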
AT treatment: potential ataxia-telangiectasia treatments restoring KAP-1 phosphorylation; […] A-T fibroblasts, KAP-1 phosphorylation AlphaLISA; neocarzinostatin DNA damage 30 min before lysis; Potency, µM (titrated, usually from 57.5 µM), inactives show top-dose activation, most hits filed as activators; 320,000 compounds, 0.19% hits; AID 485349; note: potency is the fitted concentration of half-maximal effect; % of control where 0% means no effect; nearly all actives have a fitted effect of over 45% in size
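hTERT-immortalized A-T patient fibroblasts ([…]), 500 cells/well in OPTI-MEM, 1% FBS, got compounds for 60 min, then NCS for 30 min at 37C. Lysates were then assayed for phospho-KAP-1 by AlphaLISA (anti-pKAP1 donor, anti-KAP1 acceptor beads), 6 hr at 25C.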
Mito fusion act: mitochondrial division inhibition or fusion activation; S. cerevisiae fusion-defective mutant growth rescue, CellTiterGlo 48 h; Potency, µM (titrated, usually from 46.1 µM), for the others: at the highest dose growth rescue (activation), hits mostly activators; AID 485298; 320,000 compounds, 0.23% hits;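 note: potency is the fitted concentration of half-maximal effect; % of control where 0% means no effect; nearly all actives have a fitted effect of over 45% in size; temperature-sensitive fusion mutants such as fzo1-1 at 37 °C on non-fermentable ethanol glycerol medium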
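Growth-rescue viability read-out: after 48 h at the non-permissive 37C in glycerol/ethanol YPEG, yeast mitochondrial fusion mutants are measured by CellTiterGlo luminescence; compounds (23 nl pinned per well) restoring growth score as division inhibitors or fusion activators.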
Active calls of the source: *; ? = inconclusive; . = no result given; [ ] = remark or other dose. Unless noted, calls come from the whole dose curve; as a rule, active = well fitted curve in the direction sought with a large enough effect; inconclusive = small, poorly fitted or top-dose-only effect, or another doubt; inactive = no such curve, though single readings can be large; an effect the other way counts as inactive or inconclusive. Only part of the results is shown. The share of hits here may be higher or lower than overall.

SMILES	MBNL1 CUG block	Menin MLL FP TR	TCR activator	TSG101-PTAP inh	Integrin act MD	CXXC DNA block	TSHR antag	ASM inhibitor	AT treatment	Mito fusion act
O=S(=O)(Nc1ccc2cn[nH]c2c1)c1ccc(C(F)(F)F)cc1	.	.	-3.3%	-8.4%	56.5%	.	-1.1	-0.2%	2.0%	2.8%
CC1=C(C(=O)OC2CCCCC2)C(c2cccnc2)n2ncnc2N1 (stereo not drawn)	-23.0%	-14.4%	-1.6%	-2.4%	-43.0%	-4.4%	18.6	183.3%[activator]	1.0%	-1.8%
Cc1cccc2nc(Cn3c(=O)n(CCC(=O)NCc4ccco4)c(=O)c4sccc43)cc(=O)n12	7.0%	-17.3%	.	-7.7%	-11.8%	1.1%	-4.7	0.9%	-0.3%	-2.4%
COCCOC(=O)C1=C(C)NC2=C(C(=O)CCC2)C1c1ccc2c(c1)OCO2 (stereo not drawn)	4.4%	9.9%	.	-2.5%	-5.0%	-1.2%	-6.6	195.5%[activator]	3.4%	-0.1%
COc1ccc(C2(CNC(=O)c3ccc(OCC(C)C)cc3)CCOCC2)cc1	-1.3%	-17.4%	8.1%[46.1 µM]	-11.3%	-2.5%	-4.7%	7.3	-0.5%	3.2%	2.4%
O=C(O/N=C(/c1ccccc1)c1ccncc1)c1cccc(F)c1	1.2%	-26.5%	0.3%	-0.8%	1.4%	73.7%[activator]	-7.2	7.3%	0.6%	4.6%
CCOC(=O)c1c(C)[nH]c(C(=O)OCc2c(C)noc2C)c1C	0.5%	1.3%	-1.6%	-4.2%	-14.5%	23.3%	-14.1	-6.9%	7.8%	-10.5%
CCN(CCO)c1ccc(-n2c(N)c(C(=O)OC)c3nc4ccccc4nc32)cc1	?	-4.8%	4.9%	-7.2%	-0.3%	-7.7%	-17.3	53.7%[activator]	0.3%	3.8%
CN(CC(=O)NCc1ccco1)CC(=O)Nc1c(Cl)cccc1Cl	.	.	-0.6%	-2.4%	12.4%	.	-3.7	5.3%	3.3%	0.9%
COc1ccc(Cl)cc1N(CC(=O)N1CCCCC1)S(C)(=O)=O	-17.4%	6.0%	-11.2%	-3.3%	12.9%	16.3%	25.5	-1.3%	-3.6%	-2.9%
COc1ccc(-c2nnc(-c3ccc(OCC(C)C)cc3)o2)cc1	-9.8%	1.2%	1.8%	3.2%	-0.5%	6.1%	-6.5	-2.0%	5.8%	0.8%
CC(NC(=O)c1ccco1)C(c1cccs1)N1CCN(c2ccccc2F)CC1 (stereo not drawn)	-12.2%	-0.4%	0.1%[46.1 µM]	-4.3%	9.6%	-7.4%	-22.8	5.0%	8.0%	29.0%
CCCC1(c2ccccc2)NC(=O)N(CC(=O)Nc2cc(C)ccc2OC)C1=O (stereo not drawn)	?	9.9%	13.3%	-1.2%	-12.1%	6.0%	-7.2	2.4%	-0.6%	1.2%
Cc1ccc(Cl)cc1NC(=S)N(CCCN1CCOCC1)Cc1ccccn1	?	-0.4%	2.9%[46.1 µM]	-3.0%	-10.5%	-5.0%	-2.2	4.0%	5.4%	-4.4%
C=CC1=C2C=C(C3CC3)N(CCCN(CC)CC)C=C2C(=O)C(C)(OC(=O)c2ccco2)C1=O (stereo not drawn)	.	4.0%[11.7 µM]	-0.9%	-0.5%	12.6%	.	.	7.8%	.	.
Cc1cccc(N2CCN(Cc3cn(C)nc3-c3ccccc3F)CC2)n1	-16.7%	0.7%	-1.4%	-3.1%	-38.9%	-2.6%	-10.8	2.2%	-0.8%	1.4%
Cc1nc(Cc2nnc(SC(C)C(=O)Nc3cccc(C#N)c3)o2)cs1 (stereo not drawn)	.	.	3.0%	-0.2%	2.1%	.	8.1	-1.6%	-11.3%	-1.6%
Cc1ccc(C(=O)NCc2ccccc2)c(F)c1F	-1.3%	-5.4%	0.6%	-2.2%	11.0%	-4.3%	-2.0	1.3%	6.6%	-6.0%
Cc1cc(-n2c(C)cc(C(=O)COc3ccccc3[N+](=O)[O-])c2C)no1	9.9%	7.5%	-3.9%	-4.8%	-10.0%	4.3%	-4.1	-4.6%	1.9%	-0.5%
Cc1ccc(/C=N/NC(=O)Cc2ccc(Cl)cc2)c(O)c1	3.9%	-2.2%	.	-1.1%	-30.2%	6.9%	2.4	211.1%[activator]	-7.5%	-5.3%
CSCCC(NC(=O)COc1ccccc1)C(=O)N1CCN(c2ccccc2Cl)CC1 (stereo not drawn)	.	.	-3.4%	0.0%	34.7%	.	-3.7	.	-0.9%	5.4%
CCOC(=O)c1cc(-c2ccccc2)n(CC(=O)NC(C)(C)C)c1C	.	-7.8%	-23.5%	-0.8%	16.6%	1.0%	-0.6	-0.7%	-5.3%	2.7%
O=C(CSc1ccc2nnc(-c3ccccn3)n2n1)Nc1ccc(F)cc1F	1.3%	6.3%	-5.2%	-3.9%	10.8%	?	18.5	8.4%	-10.5%	1.9%
Cc1cc(=O)oc2cc(OCC(=O)OCC(=O)Nc3ccc(C(C)C)cc3)ccc12	5.8%	9.4%	-1.4%[46.1 µM]	-3.7%	-23.2%	-1.5%	-4.7	25.7%	-5.1%	0.8%
COc1ccc(S(=O)(=O)NC(CC(=O)NCc2ccccc2OC)c2ccco2)cc1 (stereo not drawn)	-6.4%	-5.7%	2.3%	-5.3%	-2.5%	3.3%	5.0	-2.3%	5.5%	-5.8%
CN(C(=O)CSc1nc2ccccc2s1)c1c(N)n(Cc2ccccc2)c(=O)[nH]c1=O	-4.8%	4.3%	-0.8%	-3.4%	25.5%	5.9%	5.6	6.5%	-3.9%	-4.0%
Cc1ccc(S(=O)(=O)N2CCOCC2)cc1C(=O)NCCCn1ccnc1	0.7%	-5.4%	4.1%	-3.8%	0.2%	-10.5%	10.5	2.4%	.	4.3%
CCOC(=O)Oc1ccc2c(=O)c(Oc3cc(C)cc(C)c3)coc2c1	2.1%	0.9%	-6.5%	-6.9%	17.7%	50.4%[activator]	10.4	55.4%[activator]	-1.6%	1.1%
COc1ccc(N2C(=O)CC(Sc3nnc(-c4ccccc4)o3)C2=O)cc1 (stereo not drawn)	67.1%[activator]	12.5%	3.3%	-8.3%	-71.4%[inhibitor]	-10.2%	8.0	-3.2%	-4.3%	0.4%
COc1ccc(-c2cc(C)no2)cc1S(=O)(=O)N1CCOc2ccc(Cl)cc21	11.7%	40.9%[activator]	2.4%	19.5%	-11.7%	16.7%	-20.0	2.1%	-4.2%	3.8%
C=CCOC(=O)c1sc(NC(=O)c2ccco2)nc1C	47.9%[activator]	1.1%	-1.1%	-2.5%	4.1%	7.4%	-6.7	1.2%	-1.6%	5.9%
Cc1nn(CC(=O)N(C)c2c(N)n(Cc3ccccc3)c(=O)[nH]c2=O)c(C)c1[N+](=O)[O-]	.	.	2.7%	1.8%	16.5%	.	-1.4	7.1%	-9.3%	4.1%
Cc1oc2c(C)c3oc(=O)c(CC(=O)N[C@@H](CCCNC(N)=O)C(=O)O)c(C)c3cc2c1C	5.7%	-20.8%	0.0%	-8.3%	4.5%	-11.2%	-2.3	85.3%[activator]	2.3%	-4.8%
COc1ccc(-c2cc(-c3ccccc3)c(C#N)c(S(C)(=O)=O)n2)cc1	-1.7%	6.3%	1.1%	-5.5%	-31.2%	22.4%	-3.8	232.9%	-2.4%	-6.6%
Cc1nn(C)c(C)c1NC(=O)CN1CCC(O)(c2ccc3c(c2)OCO3)CC1	2.6%	14.1%	-17.1%	-12.4%	13.5%	-0.1%	11.0	8.2%	6.1%	3.5%
COc1ccc(CCNC(=O)c2cc(S(=O)(=O)N3CCOCC3)cn2C)cc1OC	-3.7%	-7.8%	3.0%	-2.7%	13.3%	.	20.2	-0.6%	15.7%	0.6%
Cc1ccnc(SC2CC(=O)N(c3ccc(Br)cc3)C2=O)n1 (stereo not drawn)	2.4%	6.7%	-1.9%	-2.0%	3.4%	-2.7%	8.7	-3.2%	-4.4%	-17.5%
CCOC(=O)c1c(NC(=O)c2ccccc2)sc2c1CCc1ccccc1-2	-3.0%[11.5 µM]	-5.1%	0.2%[46.1 µM]	-1.5%	-2.6%	0.9%	-7.0	24.1%	6.8%	-4.2%
Cc1ccc(C(=O)Oc2coc(CSc3nnc(NC(=O)c4cccs4)s3)cc2=O)cc1C	20.4%	-14.4%	-6.9%[46.1 µM]	1.2%	23.5%	98.5%[activator]	-1.0	-1.7%	-0.3%	2.4%
